Screening results: PubChem, several laboratories
ABCB6 inh MLPCN – inhibitors of human ABC transporter ABCB6; K562-ABCB6 porphyrin accumulation, flow cytometry, 1 h; stronger effect = lower value; 0.19% of 360,000 active; Q9NP58; fluorescence ratio to DMSO, % at 10 µM;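 active = fluorescence ratio to DMSO below 75%, the collection mean minus 3 SD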;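 also: signal is porphyrin accumulated inside mitochondria; 100% equals median channel fluorescence of DMSO control wells; lower ratio means ABCB6 inhibition with less porphyrin fluorescence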
Target sequence (Q9NP58 whole entry, looked up): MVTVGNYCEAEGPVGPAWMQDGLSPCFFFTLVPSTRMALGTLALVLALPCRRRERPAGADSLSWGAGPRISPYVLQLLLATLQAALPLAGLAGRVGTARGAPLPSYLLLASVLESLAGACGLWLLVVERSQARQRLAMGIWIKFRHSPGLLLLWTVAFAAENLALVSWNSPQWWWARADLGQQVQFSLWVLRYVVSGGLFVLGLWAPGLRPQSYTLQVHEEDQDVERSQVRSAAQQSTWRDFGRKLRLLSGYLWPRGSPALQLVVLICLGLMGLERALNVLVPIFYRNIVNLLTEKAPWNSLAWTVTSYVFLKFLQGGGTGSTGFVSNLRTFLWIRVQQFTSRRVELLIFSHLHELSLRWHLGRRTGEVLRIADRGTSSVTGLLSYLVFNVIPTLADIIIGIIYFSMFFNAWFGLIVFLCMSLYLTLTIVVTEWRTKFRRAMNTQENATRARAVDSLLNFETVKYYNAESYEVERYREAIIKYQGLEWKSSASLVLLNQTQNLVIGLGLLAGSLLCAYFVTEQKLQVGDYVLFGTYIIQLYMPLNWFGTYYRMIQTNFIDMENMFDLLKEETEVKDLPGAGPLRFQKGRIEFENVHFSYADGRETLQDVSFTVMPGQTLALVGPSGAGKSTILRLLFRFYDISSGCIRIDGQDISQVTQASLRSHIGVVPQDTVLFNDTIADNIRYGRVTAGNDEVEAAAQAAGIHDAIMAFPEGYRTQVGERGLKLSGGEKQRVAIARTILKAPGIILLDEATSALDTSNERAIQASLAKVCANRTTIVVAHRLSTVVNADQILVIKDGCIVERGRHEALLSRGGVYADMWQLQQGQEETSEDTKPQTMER
aDG glyco up – increases alpha dystroglycan glycosylation. Pro5-aDG cells, alpha-DG glycosylation AlphaScreen (IIH6); 0% Pro5, 100% B10-LARGE cell signal. activation, % at 10 µM. 0.22% of 360,000 active;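 active = activation of at least 8% versus controls, or a plate z-score of at least 8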;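 also: Pro5 are CHO cells carrying HIG-tagged alpha-DG that lacks glycosylation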
Vif inh – blocks HIV Vif function | HEK293T cells, Vif self-association by quenched fluorescence, imaging, 24 h | inhibition, % at 7.49 µM | 0.35% of 340,000 active | AID 602346; in the data active = inhibition above about 50%, passing the limit was not always enough; also: some results filed as inactive read as strong as hits
CaV13 ICDI inh – Disruptors of the CACNA1D IQ motif to Ca2+-dependent inactivation inhibitor domain association, primary screening, Förster resonance energy transfer in intact living …. inhibition, % at 12.3 µM. AID 743397. HEK cells, CFP/YFP FRET ICDI-IQ, plate reader, 10 min; percent FRET-ratio fall versus neutral wells. 0.098% of 340,000 active;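 active = mean replicate inhibition of at least 30% and at least 1% of replicates passing that level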;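 also: 0% = median of the neutral control wells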
MC4R ag barr – activates human MC4R beta-arrestin recruitment | 0.98% of 360,000 active | activation, % at 8.9 µM | U2OS MC4R beta-arrestin complementation, luminescence; percent of melanotan II response, DMSO zero;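 active = activation above a per-plate cutoff, the mean activation of sample wells on that plate plus 3 SD, cut at about 8% in these data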
Cardio protect – myocardial damage modulation in H9c2 cells | H9c2 cardiomyocytes, H2O2 injury protection, ATPLite, 2 h | protection from H2O2 cell death, % at 20 µM | 0.63% of 360,000 active;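 active = compounds giving at least 50% protection of heart cells from peroxide-induced death in the single-dose screen, raw or plate-pattern-corrected value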;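 also: 0% = DMSO wells with peroxide and 100% = DMSO wells without peroxide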
MC4R antag cAMP – blocks human MC4R cAMP signaling. P32245. MC4R-expressing cells, MTII-stimulated cAMP, LANCE TR-FRET. inhibition, % at 6.5 µM. 0.48% of 360,000 active;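 active = inhibition above its plate's cutoff, the mean of tested wells on that plate plus 3 SD, cut at about 29% in these data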;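 also: 0% = Melanotan II alone and 100% = Melanotan II plus saturating MCL0020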
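System: U2OS cells stably expressing human melanocortin 4 receptor (MC4R). Reagent: Melanotan II challenge after compound preincubation. Doses: 6.5 µM. Times: 30-min compound, 1-h challenge, 1-h detection, room temperature. Measured by: TR-FRET with Eu-cAMP and labeled anti-cAMP, 671 nm. Replicates: singlicate.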
N-glyco inh – N-linked glycosylation inhibition; AID 588692; D54 ERlucT glycosylation luciferase reporter, 24 h; percent of 100 nM tunicamycin response; 0.23% of 360,000 active; reporter increase, % at 12.5 µM;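 active = mean luciferase reporter signal, scaled so untreated is 0 and the glycosylation-blocking control 100, at or above a set limit in every replicate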;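 also: luciferase carries N-glycosylation sites so blocking glycosylation raises the light; 0% = median of neutral control wells and 100% = median of 100 nM tunicamycin wells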
PDI turbidity – PDI (human) enzyme inhibition; P07237; PDI insulin aggregation turbidity, A650, 90 min; inhibition, % at 10 µM; 0.052% of 350,000 active;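 active = mean inhibition across replicates of 30% or more, whatever share of single replicates reach that level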;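 also: absorbance from insulin aggregation driven by PDI reduction with DTT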
m5-HT2A agonist – activates the mouse 5-HT2A serotonin receptor. P35363. CHO-K1 mHTR2A beta-arrestin complementation, luminescence; percent of 30 µM serotonin response. activation, % at 7.6 µM. 0.66% of 360,000 active. AID 624169;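 active = activation above a run cutoff, the mean activation of all tested compounds plus 3 SD, cut at about 14% in these data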;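 also: 0% = plate median of compound wells and 100% = 30 µM serotonin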
Active calls of the source: *; / = not tested or not shown. Random draw from the library, and some 3.6% of all compounds hit somewhere here.

SMILES	ABCB6 inh MLPCN	aDG glyco up	Vif inh	CaV13 ICDI inh	MC4R ag barr	Cardio protect	MC4R antag cAMP	N-glyco inh	PDI turbidity	m5-HT2A agonist
COc1cc(OC)cc(C(=O)Nc2cccc(NC(C)=O)c2)c1	98	0.0	4	-5	-1.0	1	1	3	-1	2
Cc1cc(/C=N/NC(=O)C(=O)NCc2ccccn2)c(C)n1-c1cccc(Br)c1	102	0.1	4	8	4.9	-3	-10	-2	16	1
Nc1ncnc2c1cnn2C1CCCCC1	96	-0.1	/	-19	-1.9	6	3	3	9	10
COc1cccc(CNC(=O)CCC2CCCN(C(=O)c3cc4ccccc4o3)C2)c1 (configuration not stated)	89	1.3	-3	1	0.1	-14	5	0	-10	1
COc1ccc(CCNC(=O)c2n[nH]c(=O)c3ccccc23)cc1	100	0.2	7	/	-0.3	32	11	-1	-1	2
O=C(NCc1ccco1)C1CC(=O)N(CCc2ccccc2)C1 (configuration not stated)	98	0.0	-1	/	-2.4	-1	1	-1	9	-2
COc1ccc(/C=C/C(=O)NCc2cn(C)nc2C)cc1COc1ccc(Cl)cc1Br	98	-0.1	1	-7	1.4	-4	1	0	1	-5
COc1cc(OC)cc(C(=O)NCCOc2ccccc2)c1	98	-0.1	10	/	0.1	-4	6	0	-9	-7
NS(=O)(=O)c1cccnc1Nc1c(Cl)cccc1Cl	99	-0.2	0	-2	-0.1	-2	-1	3	-5	-3
O=C(O)Cc1sc(Nc2ccc(F)cc2)nc1-c1cccs1	208	-0.5	-2	-5	-0.8	1	6	-1	-2	-5
COc1cccc(N2CCN(c3cnc4ccccc4n3)CC2)c1	98	0.9	-3	-4	-2.0	-6	24	0	-6	3
O=C(CCc1nc2ccccc2[nH]c1=O)OCc1ccc(S(=O)(=O)N2CCOCC2)cc1	101	-0.2	-4	-9	-1.7	0	5	1	11	3
COc1ccc(NC(=O)N(C)C[C@@H]2OCc3cnnn3CCCC(=O)N([C@H](C)CO)C[C@H]2C)cc1	97	0.1	-2	-5	-0.6	20	1	1	-4	-3
CC(C)[C@H](NC(=O)c1ccccc1F)C(=O)NC1CCCCCCC1	97	0.0	-3	-7	0.2	-5	-1	-1	-9	2
CCOC(=O)C1=C(N)Oc2c(oc(CO)cc2=O)C1c1ccc(F)cc1 (configuration not stated)	99	0.0	/	/	0.2	-3	13	1	-1	6
CCn1c(COc2ccc(=O)n(-c3ccccc3)n2)nnc1SCc1cccc(OC)c1	98	-0.1	2	-5	-1.5	0	4	0	6	-2
Fc1ccc(C(c2nnnn2CCc2ccccc2)N2CCCc3ccccc32)cc1 (configuration not stated)	104	0.7	4	-2	3.2	-8	16	-11	-4	-4
CCOC(=O)c1sc2nc3n(c(=O)c2c1C)CCC(C)CC3 (configuration not stated)	95	0.1	/	-7	0.5	-24	7	0	9	0
Cc1nn(-c2ccc(F)cc2)c2sc(C(=O)O)cc12	105	-0.3	-2	-7	-1.5	4	-6	-1	-13	-2
CC(C)c1ccc(C2N3CC4([N+](=O)[O-])CN2CC([N+](=O)[O-])(C3)C4(C)C)cc1 (configuration not stated)	101	-0.1	-4	-5	-0.8	-6	15	2	0	0
Cc1noc2ncnc(N3CCN(c4ccc(F)cc4)CC3)c12	92	1.3	-2	5	-2.2	-10	10	-1	-2	1
COc1ccc(/C=N/n2cnc3scc(-c4cccs4)c3c2=O)cc1OC	98	-0.1	-14	-6	-1.5	4	16	2	1	-2
Cc1cc(=O)n2nc(N3CCCC(C(=O)NCc4ccc(Cl)cc4)C3)sc2n1 (configuration not stated)	101	-0.3	1	-7	-1.6	-2	3	3	2	2
COc1cc(C(=O)Nc2scc(-c3ccc(Br)cc3)c2C(=O)O)cc(OC)c1OC	100	0.2	-6	-4	0.6	-3	25	-1	-8	1
CCCC[N+](C)(C)CCC(=O)NC(C)(C)CS(=O)(=O)[O-]	97	-0.1	-2	/	0.2	6	4	-1	3	10
CCOC(=O)c1c(C)nc2ccc(C)cn12	96	-0.1	7	/	-1.0	-2	-1	2	2	4
COC(=O)c1ccccc1NC(=O)C1CCN(S(C)(=O)=O)CC1	99	0.5	1	-8	4.2	2	-2	3	-5	2
COC(=O)Nc1ccc2c(c1)Nc1ccccc1CC2	105	-0.1	1	-4	-0.1	0	3	2	13	-7
C=CCn1c(CCc2ccccc2)nnc1SCC(=O)OC	99	0.3	3	-2	-0.7	5	1	3	1	0
COc1ccc(NC(=O)C2CCCN2S(=O)(=O)c2ccc3c(c2)CCC(=O)N3)cc1Cl (configuration not stated)	104	0.0	14	-11	-2.4	-3	-3	3	/	4
O=C(Nc1ccccc1N1CCCC1)c1ccc(Cl)c(S(=O)(=O)N2CCOCC2)c1	98	0.0	-1	-5	-2.5	-4	6	-1	8	-10
Cc1cc(C)cc(N(CC(=O)N2CCCC2)S(C)(=O)=O)c1	92	-0.1	-3	-14	0.2	-5	7	0	15	1
Cc1ccc2cc(C#N)c(SCC(=O)NCc3ccco3)nc2c1	96	0.4	-1	-9	6.0	7	-4	1	12	9
Cn1c(=O)c2c(ncn2CC(=O)OCc2ccccc2)n(C)c1=O	103	0.1	1	-5	-1.1	1	8	-2	8	1
O=C(c1cccc(S(=O)(=O)N2CCc3ccccc32)c1)N1CCN(CCO)CC1	102	0.0	8	-6	-0.9	6	5	1	2	1
Cc1c(C(=O)NCc2cccc(C(F)(F)F)c2)sc(=O)n1Cc1ccc(F)cc1	101	0.1	-6	28	1.7	1	23	-5	-5	-8
Cc1ccc2c(Cl)cc(Cl)c(OCc3c(C)noc3C)c2n1	96	0.2	3	/	0.6	-5	5	1	-9	6
NS(=O)(=O)c1ccc(NC(=O)/C=C/c2ccco2)cc1	93	-0.3	-4	-12	-3.9	12	-1	3	14	2
COCCCN1C(=O)c2ccc(C(=O)N3CCN(c4ccc(OC)cc4)CC3)cc2C1=O	106	-0.1	7	-2	-0.3	-3	6	1	0	0
CC(NC(=O)C(C(=O)c1cccc([N+](=O)[O-])c1)n1cc(Cl)ccc1=O)c1ccccc1 (configuration not stated)	100	-0.1	7	-4	-3.0	-1	3	0	3	-2
CSc1sc(-c2nnc(SCC(=O)Nc3ccccc3)n2C)c2c1C=CCC2	96	-0.1	-1	-20	-0.3	-3	0	1	2	0
COc1ccccc1C(O)(c1ccccc1)c1ccccc1OC	97	-0.2	7	-5	3.2	-10	-1	-5	8	1
COc1ccc(-c2cnn3c(N)c(S(=O)(=O)c4ccccc4)cnc23)cc1	94	0.3	-10	-6	1.5	-1	-2	-2	8	0
COc1ccc(CN(Cc2cc3ccc(C)cc3[nH]c2=O)Cc2nnnn2C2CCCC2)cc1	95	0.1	-12	-5	-0.1	-4	6	-1	-2	-6
COc1cc(C(=O)OCc2ccc([N+](=O)[O-])cc2)cc(OC)c1OC	101	1.0	-6	-7	1.7	-3	25	0	-1	3

Part of the list above in another layout:
COc1ccccc1C(O)(c1ccccc1)c1ccccc1OC
  ABCB6 inh MLPCN = 97
  aDG glyco up = -0.2
  Vif inh = 7
  CaV13 ICDI inh = -5
  MC4R ag barr = 3.2
  Cardio protect = -10
  MC4R antag cAMP = -1
  N-glyco inh = -5
  PDI turbidity = 8
  m5-HT2A agonist = 1
COc1ccc(-c2cnn3c(N)c(S(=O)(=O)c4ccccc4)cnc23)cc1
  ABCB6 inh MLPCN = 94
  aDG glyco up = 0.3
  Vif inh = -10
  CaV13 ICDI inh = -6
  MC4R ag barr = 1.5
  Cardio protect = -1
  MC4R antag cAMP = -2
  N-glyco inh = -2
  PDI turbidity = 8
  m5-HT2A agonist = 0

Further compounds follow.
SMILES	ABCB6 inh MLPCN	aDG glyco up	Vif inh	CaV13 ICDI inh	MC4R ag barr	Cardio protect	MC4R antag cAMP	N-glyco inh	PDI turbidity	m5-HT2A agonist
CS(=O)(=O)N(CC(=O)O)c1cccc(Cl)c1	90	-0.3	/	-4	-1.2	2	-1	1	6	1
COc1ccc2sc(-c3ccc(S(C)(=O)=O)cc3)c(-c3ccc(C(N)=O)cc3)c2c1	97	-0.2	-3	-5	0.9	-5	35*	-1	2	-1
Cc1ccc(-c2nnc(-c3cccc(NC(=O)c4cccs4)c3)o2)cc1	95	0.2	-12	/	0.2	32	2	-4	11	3
COc1cccc(NC(=O)CSCc2nc3sc(C)c(C)c3c(=O)[nH]2)c1	102	-0.2	1	-6	-0.7	6	-8	3	-12	-1
CCOC(=O)C(C(=O)NCC1CCCO1)C1CCCCC1 (configuration not stated)	103	0.1	2	/	-0.2	-9	-4	2	6	-1
O=C(Nc1ccc(O)c2c(=O)cc(-c3ccccc3Cl)oc12)c1ccccc1Cl	103	0.2	/	-11	0.6	4	-1	-2	-7	2
CC(C)CCOc1ccc(NC(=O)C2OC3OC(C)(C)OC3C3OC(C)(C)OC23)cc1 (configuration not stated)	97	0.0	-4	-5	-0.8	-4	8	-2	-21	0
O=C(Cn1ccc([N+](=O)[O-])n1)NCc1nc2ccccc2[nH]1	101	0.0	-3	-3	-2.6	2	8	4	5	3
C/C(N=Nc1nc2ccccc2s1)=N\Nc1ccccc1O	96	-0.4	10	-2	-7.5	23	0	-7	2	-6
CC(c1ccccc1)N1CCn2c(nc3cc(NC(=O)c4cccs4)ccc32)C1 (configuration not stated)	94	-0.2	/	-14	-2.5	15	-4	-4	-5	2
CN1CCN(C(=O)/C(=C\c2ccc3c(c2)OCO3)NC(=O)c2cccs2)CC1	93	0.3	4	10	-1.0	2	-5	0	13	1
CCC(c1nnnn1-c1c(C)cccc1C)N1CCCN(Cc2ccc(F)cc2)CC1 (configuration not stated)	95	0.0	/	-5	/	/	/	/	/	-5
O=C(CN1C2=NCCCN2c2ccccc21)c1ccc2c(c1)OCO2	100	2.6	1	-9	-1.1	0	6	1	-2	1
CN(C1CCS(=O)(=O)C1)S(=O)(=O)c1ccc(C2CCCCC2)cc1 (configuration not stated)	100	0.6	-4	-8	0.9	-6	0	-2	12	-1
CCCCN(C(=O)c1ccc2c(c1)OCO2)c1c(N)n(CCCC)c(=O)[nH]c1=O	96	0.0	/	/	-1.2	4	12	1	0	-5
COc1ccc(C2=Nc3cc(C)ccc3OC2)cc1	100	0.0	-4	/	1.3	-27	22	-16	-1	0
CCCCc1c(C)nn(-c2nnc3c4ccccc4n(CC)c3n2)c1C	98	2.7	-9	/	0.4	4	12	-3	-10	15*
COc1ccc(NC(=O)c2cc3ccccc3o2)cn1	97	0.0	-4	-5	0.0	-5	-1	-3	-1	-2
CCc1ccc(/C=N/NC(=O)c2c[nH]c3ccccc23)s1	102	-0.1	11	-4	0.8	-4	-9	-1	4	-1
Cc1ccc(CN2C(=O)N/C(=C\c3ccc(-c4ccc(C(=O)O)cc4C)o3)C2=O)cc1	94	0.2	6	3	-0.2	24	11	2	3	-3
Cc1cc(NC(=O)CCC(=O)N(CC(=O)NC2CCCC2)c2ccc(F)cc2)no1	100	0.0	-18	-3	1.5	3	2	0	-1	4
O=C(Nc1ccccc1N1CCOCC1)c1ccc(Cl)nc1	98	1.1	-4	-4	4.2	6	-4	2	0	9
CCN(C(=O)c1ccc(Cl)c([N+](=O)[O-])c1)c1ccccc1	94	0.4	2	-7	-2.5	-3	16	-6	-2	-3
